Screening data (PubChem BioAssay)
NCI-60 one-dose screen, 48 h, at 10 µM unless noted. Numbers give growth in % (100 = growth as untreated, 0 = no growth, -100 = all killed).
SF-295: SF-295 CNS cancer cells | actives 5.6% (n = 79,000) | AID 1794758
U251: U251 CNS tumor cells; actives 5.4% (n = 80,000)
SF-268: SF-268 CNS cancer cells | actives 3.1% (n = 82,000)
DU-145: DU-145 prostate cancer. actives 4.2% (n = 81,000)
HCC-2998: HCC-2998 colon cancer; actives 4.7% (n = 79,000)
PC-3: PC-3 prostate cancer cells | actives 3.9% (n = 80,000) | AID 1794754
SNB-19: SNB-19 CNS cancer cells; actives 2.5% (n = 81,000)
SF-539: SF-539 CNS cancer; actives 6.8% (n = 81,000)
SNB-75: SNB-75 CNS cancer; actives 5% (n = 79,000); AID 1794750
* marks the source's active call; other numbers are inactive results; . = not tested or not shown; & = joins results of further samples. How the source made its calls: active means growth percent below 10; inactive means the rest. Not a hit list; any-hit rate near 9.9%.

| item | SMILES | SF-295 | U251 | SF-268 | DU-145 | HCC-2998 | PC-3 | SNB-19 | SF-539 | SNB-75 |
| --- | --- | --- | --- | --- | --- | --- | --- | --- | --- | --- |
| 1 | Cc1oc2nc[nH]c(=O)c2c1C(=O)/C=C/c1ccccc1 | 105 | 104 | 103 | 105 | 103 | 101 | 97 | 101 | 71 |
| 2 | Cc1n(Cc2ccc3ccccc3n2)cc[n+]1Cc1ccc2ccccc2n1 | 88 | 59 | 73 | 95 | 63 | 56 | 54 | 68 | 66 |
| 3 | Cc1ccccc1/C=C1N=C(/C=C/c2ccccc2)OC/1=O | 100 | 95 | 100 | 109 | 117 | 102 | 102 | 97 | 87 |
| 4 | CC(=O)CC(C)(C)c1ccccc1 | 131&102 | 105&98 | 115&107 | 133&110 | 114&98 | 104&97 | 106&105 | 109 | 102&82 |
| 5 | Clc1nc2ccc(Br)cc2cc1-c1nc2ccccc2s1 | 98 | 100 | 100 | 102 | 109 | 70 | 91 | 103 | 66 |
| 6 | CCOc1ccccc1Nc1nc(-c2c(C)nc3sccn23)cs1 | 65 | 87 | 82 | 84 | . | 60 | 99 | 82 | 48 |
| 7 | CCN1C(=S)N(c2ccccc2)C2NC(=O)N(/N=C/C=C/c3ccccc3OC)C21 (configuration not stated) | 88 | 89 | 94 | 101 | 130 | 90 | 88 | 86 | 72 |
| 8 | Cn1c(=O)c2[nH]c(C(F)(F)C(F)(F)F)nc2n(C)c1=O | 100 | 106 | 99 | 104 | 96 | 99 | 106 | 101 | 95 |
| 9 | O=C(NC1CCCCC1)C1=NCCCCN1 | 99 | 101 | 97 | 107 | 100 | 99 | 103 | 100 | 93 |
| 10 | NC1=NC(c2ccc(F)cc2)c2c(n[nH]c2N)N1 (configuration not stated) | 101 | 102 | 107 | 112 | 105 | 86 | 108 | 117 | 93 |
| 11 | COc1ccc(-c2nc3ccc(-c4nnc(SCc5ccccc5)o4)cc3[nH]2)cc1 | -75* | -77* | -6.2* | 10 | 25 | 20 | 2.9* | -100* | -83* |
| 12 | C(=C\c1ccccn1)/c1ccncc1 | 116 | 98 | 108 | 117 | 93 | 99 | 96 | 94 | 95 |
| 13 | O=C(Nc1nc2ccc(OC(F)(F)F)cc2o1)c1ccccc1 | 102 | 97 | 103 | 106 | 95 | 97 | 104 | 103 | 83 |
| 14 | Fc1ccc(-c2nc(-c3ccc(-c4nc5ccc(F)cc5[nH]4)cc3)no2)cc1 | 73 | 83 | 66 | 39 | 82 | 69 | 83 | 69 | 58 |
| 15 | COc1cc(CC(CC(=O)c2ccc3c(c2)OCO3)(C(=O)O)C(=O)O)cc(OC)c1OC | 102 | 107 | 101 | 106 | 90 | 101 | 101 | 102 | 98 |

Some values from the results shown.
Value for cpd 5 under SNB-75: 66
Value for cpd 2 under DU-145: 95
Value for cpd 14 under U251: 83
Value for cpd 4 under PC-3: 104&97
Value for cpd 8 under SNB-19: 106

Back to the main list, repeating the 4 entries before the break.
| item | SMILES | SF-295 | U251 | SF-268 | DU-145 | HCC-2998 | PC-3 | SNB-19 | SF-539 | SNB-75 |
| --- | --- | --- | --- | --- | --- | --- | --- | --- | --- | --- |
| 12 | C(=C\c1ccccn1)/c1ccncc1 | 116 | 98 | 108 | 117 | 93 | 99 | 96 | 94 | 95 |
| 13 | O=C(Nc1nc2ccc(OC(F)(F)F)cc2o1)c1ccccc1 | 102 | 97 | 103 | 106 | 95 | 97 | 104 | 103 | 83 |
| 14 | Fc1ccc(-c2nc(-c3ccc(-c4nc5ccc(F)cc5[nH]4)cc3)no2)cc1 | 73 | 83 | 66 | 39 | 82 | 69 | 83 | 69 | 58 |
| 15 | COc1cc(CC(CC(=O)c2ccc3c(c2)OCO3)(C(=O)O)C(=O)O)cc(OC)c1OC | 102 | 107 | 101 | 106 | 90 | 101 | 101 | 102 | 98 |
| 16 | O=C1Nc2ccccc2/C1=C/c1c[nH]c2ccc(C(=O)O)cc12 | 105 | 98 | 102 | 115 | 93 | 100 | 107 | 96 | 92 |
| 17 | O=c1c2cc(F)cc(Cl)c2sc2c(Cl)nc3ccccc3c12 | 101 | 105 | 98 | 109 | 104 | 99 | 96 | 97 | 85 |
| 18 | CC(=O)C1(C)C(=O)N(c2ccc(F)cc2)C(=O)N1c1ccc(F)cc1 (configuration not stated) | 97 | 105 | 111 | 103 | 100 | 110 | 104 | 104 | 97 |
| 19 | CC1(C)CC(=O)c2cc3c(N)c(C(=O)Nc4ccc(F)cc4)sc3nc2C1 | 88 | 102 | 124 | 122 | 105 | 110 | 131 | 96 | 115 |
| 20 | c1coc2occoc=2o1 | 99 | 101 | 105 | 111 | 108 | 97 | 107 | 95 | 97 |
| 21 | COC(=O)CCCN1C(=O)/C(=C/N2N=C(c3ccc(OC)cc3)CC2c2ccc(OC)cc2)SC1=S (configuration not stated) | 63 | 88 | 81 | 78 | 101 | 67 | 88 | 80 | 45 |
| 22 | C=C(C)C1CC[C@]2(C(=O)NCCCCN)CC[C@]3(C)C(=CC[C@@H]4[C@@]5(C)C[C@@H](CC#CC#CC[C@@H]6C[C@]7(C)[C@H]8CC=C9[C@H]%10C(C(=C)C)CC[C@]%10(C(=O)NCCCCN)CC[C@@]9(C)[C@]8(C)CC[C@H]7C(C)(C)[C@H]6OC(C)=O)[C@H](OC(C)=O)C(C)(C)[C@@H]5CC[C@]43C)[C@@H]12 (some centres not stated) | . | 107 | 93 | 102 | 102 | 84 | 102 | 97 | 82 |
| 23 | CC(C)=CCC/C(C)=C/C1OC23CCCCC2C(C#N)(C(=N)O3)C1(C#N)C#N (configuration not stated) | 107 | 97 | 98 | 102 | 95 | 101 | 107 | 102 | 85 |
| 24 | Fc1ccc2nncc(SCc3ccccc3Cl)c2c1 | 94 | 90 | 92 | 100 | 100 | 108 | 107 | 113 | 98 |
| 25 | CN(C)CCOC1(Cc2ccc(F)cc2)CCC(C(C)(C)C)CC1 (configuration not stated) | 95 | 91 | 97 | 113 | 101 | 85 | 97 | 98 | 72 |
| 26 | Cn1c2c(Cl)c(Cl)ccc2c2c(C#N)c[nH]c(=O)c21 | 98 | 101 | 99 | 109 | 97 | 74 | 97 | 85 | 92 |
| 27 | COc1ccc(-c2ccc3c(c2)sc2nc(-c4ccc(F)cc4)cn23)cc1 | 33 | 83 | 110 | 60 | 29 | 82 | 103 | 100 | 99 |
| 28 | COc1cc(-c2n/c(=C\c3c(O)[nH]c4ccccc34)cc3c2=Nc2ccccc2-3)ccc1F | 101 | 26 | 56 | 35 | 73 | 59 | 75 | 91 | 86 |
| 29 | COc1cccc(-c2nn(-c3ccccc3)cc2-c2ccnc(Br)c2)c1 | 65 | 91 | 91 | 85 | 79 | 57 | 85 | 101 | 95 |
| 30 | O=S(=O)(Nc1ccc(Cl)nn1)c1ccc(NC(=S)Nc2ccccc2O)cc1 | 95 | 99 | 102 | 113 | 103 | 90 | 96 | 99 | 85 |

The final 3 entries of the part above are carried over, then new ones follow.
| item | SMILES | SF-295 | U251 | SF-268 | DU-145 | HCC-2998 | PC-3 | SNB-19 | SF-539 | SNB-75 |
| --- | --- | --- | --- | --- | --- | --- | --- | --- | --- | --- |
| 28 | COc1cc(-c2n/c(=C\c3c(O)[nH]c4ccccc34)cc3c2=Nc2ccccc2-3)ccc1F | 101 | 26 | 56 | 35 | 73 | 59 | 75 | 91 | 86 |
| 29 | COc1cccc(-c2nn(-c3ccccc3)cc2-c2ccnc(Br)c2)c1 | 65 | 91 | 91 | 85 | 79 | 57 | 85 | 101 | 95 |
| 30 | O=S(=O)(Nc1ccc(Cl)nn1)c1ccc(NC(=S)Nc2ccccc2O)cc1 | 95 | 99 | 102 | 113 | 103 | 90 | 96 | 99 | 85 |
| 31 | CC1(C)C(C=C(Cl)Cl)C1C(=O)OCc1cccc(Oc2ccccc2)c1 (configuration not stated) | 74 | 89 | 94 | 96 | 113 | 73 | 97 | 101 | 88 |
| 32 | COc1cc(OC)c(S(=O)(=O)NNC(=O)c2ccncc2)cc1C(=O)/C=C/c1ccc(C)cc1 | 107 | 68 | 61 | 83 | 92 | 46 | 67 | 65 | 73 |
| 33 | CCCCC(C(=O)O)C(C)CC (configuration not stated) | 95 | 99 | 99 | 110 | 119 | 97 | 113 | 94 | 91 |
| 34 | Cc1ccc(-c2ccc(SCC(=O)Nc3ccc(S(N)(=O)=O)cc3Br)nn2)cc1 | 22 | -46* | 46 | 21 | 39 | 18 | 39 | 13 | 68 |
| 35 | COc1cc(O)c(C(=O)O)c(OC)c1 | 90 | 95 | 111 | 121 | 98 | 108 | 134 | 115 | 103 |
| 36 | COc1ccc(CNc2c(OC)nc(N)nc2-n2c(-c3ccc(OC)cc3)nc3ccccc32)cc1 | 104 | 100 | 109 | 109 | 106 | 95 | 98 | 98 | 76 |
| 37 | Cc1ccc(C(C)C)cc1Oc1cccc(-c2c(-c3ccc(C(F)(F)F)cc3)ncn2C2CCNCC2)n1 | -94* | -85* | -57* | -84* | -85* | -92* | -97* | -98* | -94* |
| 38 | CC(=O)Nc1ccc(C(O)C2=CC(=O)c3ccccc3C2=O)cc1 (configuration not stated) | . | 46 | 62 | 89 | 86 | 70 | 94 | 99 | 82 |
| 39 | CN1CCN(Cc2ccc(NC(=O)c3cncc(C#Cc4c(N)ncc5ccccc45)c3)cc2C(F)(F)F)CC1 | -60* | -99* | -65* | -96* | -61* | -58* | -82* | -97* | -94* |
| 40 | O=c1[nH]cc(CN2CCOCC2)c(=O)[nH]1 | 114 | 105 | 111 | 125 | 115 | 100 | 107 | 109 | 91 |
| 41 | O=C(O)c1ccc2c(c1N=Nc1c(O)[nH]c(=S)[nH]c1=O)C(=O)c1ccccc1C2=O | 100 | 97 | 96 | 112 | 97 | 92 | 99 | 90 | 88 |
| 42 | O=C(O)c1ccc(Nc2ccnc(SCC(=O)c3ccc([N+](=O)[O-])cc3)n2)cc1 | 100 | 96 | 109 | 114 | 108 | 97 | 99 | 101 | 105 |
| 43 | O=C(NCCNC(c1ccccc1)C(NCCNC(=O)c1ccccc1)c1ccccc1)c1ccccc1 (configuration not stated) | 82 | 75 | 100 | 20 | 105 | 70 | 88 | 103 | 117 |
| 44 | COc1ccccc1C(O)(c1ccccc1)c1ccccc1OC | 113 | 100 | 109 | 118 | 104 | 79 | 105 | 113 | 100 |
| 45 | CN(C)CCCn1c2c(c3ccc(N4CCNCC4)cc3c1=O)C(=O)c1ccccc1-2 | -5.8* | -54* | -25* | -30* | -69* | -35* | -14* | 53 | 22 |
| 46 | NS(=O)(=O)Oc1ccc(NC(=O)C23CC4CC(CC(C4)C2)C3)cc1F | 99 | 91 | 95 | 105 | 108 | 91 | 97 | 89 | 85 |
| 47 | CCC1=CCC(=O)O1 | 99 | 98 | 105 | 113 | 95 | 101 | 108 | 98 | 81 |
| 48 | Nc1c(Cl)ncnc1Nc1ccc(C(=O)O)cc1 | . | 102 | 100 | 101 | 98 | 92 | 99 | 106 | 99 |
| 49 | N#C/C=C1/SCC(=O)N1CC(=O)N1CCN(c2cc3c(cc2F)c(=O)c(C(=O)O)cn3C2CC2)CC1 | 102 | 100 | 99 | 107 | 105 | 98 | 102 | 95 | 97 |
| 50 | COc1cc(-n2cc(C#N)c(N)c2C(=O)c2ccc(F)cc2)cc(OC)c1OC | 106 | 89 | 102 | 110 | 101 | 100 | 100 | 99 | 111 |
| 51 | COc1ccc(-c2cc(-c3nnc(SC/C(=N/O)c4ccccc4)o3)c3ccccc3n2)cc1 | 88 | 96 | 85 | 100 | 100 | 82 | 95 | 99 | 76 |
| 52 | Cc1nn(C2CC(O)C(O)C(CO)O2)c(=O)[nH]c1=O (configuration not stated) | 120 | 113 | 111 | 127 | 111 | 102 | 103 | 98 | 84 |
| 53 | Nc1c(C(=O)Nc2ccncc2)sc2nc3c(cc12)CCCC3 | 70 | 93 | 102 | 106 | 95 | 93 | 95 | 87 | 105 |
| 54 | N#CCN1CCCCC1 | 100 | 93 | 106 | 114 | 106 | 93 | 102 | 103 | 98 |
| 55 | CC(C)(O)CNC(=O)c1cccc([N+](=O)[O-])c1 | 112 | 98 | 104 | 122 | 106 | 98 | 108 | 110 | 103 |
| 56 | Cn1cccc1-c1cc(-c2ccccc2Cl)c(C#N)c(=O)[nH]1 | 98 | 101 | 104 | 110 | 90 | 92 | 98 | 96 | 93 |
| 57 | O=C(Cc1ccccc1)NNc1nc(Cl)nc(Cl)n1 | 101 | 111 | 104 | 110 | 110 | 100 | 99 | 103 | 94 |
| 58 | COc1ccc(C(=O)/C=C/c2ccc(/C=C/c3ccc(Cl)cc3)cc2)cc1 | 97 | 101 | 97 | 108 | 105 | 99 | 98 | 100 | 97 |
